# ALOX15B inhib: 15-hLO-2 (ALOX15B) enzyme inhibition; O15296; purified 15hLO-2, xylenol orange hydroperoxide absorbance; Potency, µM (top dose mostly 57.1 µM), for inactives: top-dose activity change, negative = inhibition, actives largely listed as inhibitors; 110,000 tested, 0.56% active; AID 881; also: potency is read from the fitted curve at half-maximal effect; nearly all actives have a fitted effect of over 60% in size; many of its hits are not listed in these tables
# Target sequence (O15296 whole entry, looked up): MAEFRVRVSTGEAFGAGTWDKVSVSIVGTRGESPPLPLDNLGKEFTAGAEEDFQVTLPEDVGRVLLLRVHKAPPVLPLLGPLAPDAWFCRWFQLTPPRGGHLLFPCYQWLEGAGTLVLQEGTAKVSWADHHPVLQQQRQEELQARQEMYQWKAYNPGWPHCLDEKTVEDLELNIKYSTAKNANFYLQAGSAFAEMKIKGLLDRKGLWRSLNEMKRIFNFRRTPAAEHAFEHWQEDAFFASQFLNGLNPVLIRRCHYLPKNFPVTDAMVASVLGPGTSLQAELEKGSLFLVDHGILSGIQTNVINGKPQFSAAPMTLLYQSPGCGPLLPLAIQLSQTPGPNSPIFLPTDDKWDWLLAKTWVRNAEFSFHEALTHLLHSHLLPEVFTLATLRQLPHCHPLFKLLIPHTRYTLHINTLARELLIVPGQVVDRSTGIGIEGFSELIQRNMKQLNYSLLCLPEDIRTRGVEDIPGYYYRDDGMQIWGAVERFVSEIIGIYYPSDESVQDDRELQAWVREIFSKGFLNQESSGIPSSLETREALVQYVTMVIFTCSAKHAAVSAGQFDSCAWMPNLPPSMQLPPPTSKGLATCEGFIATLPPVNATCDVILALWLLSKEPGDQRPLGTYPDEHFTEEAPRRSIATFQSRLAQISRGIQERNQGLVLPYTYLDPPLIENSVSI
#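 Purified human 15hLO-2 (50 nM) preincubated 15 min with compound, then 45 uM arachidonic acid for 90 min at RT in 25 mM Hepes pH 7.5, 0.01% Triton X-100. Hydroperoxide detected by Fe-xylenol orange; 573/405 nm absorbance ratio.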
# PNC assembly inh: inhibitors of perinucleolar compartment assembly | 140,000 tested, 3.1% active | activity change (PNC), negative = inhibition, % at 10 µM | PC3M PTB-GFP, PNC prevalence imaging, 16 h; stronger effect = lower value | AID 2417;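 active = readout at or below -70, meaning at least 70% loss of cells showing the perinucleolar compartment, a nuclear body marking cancer cells; inconclusive = readout between -30 and a set limit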;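 also: plate controls were DMSO wells for no effect and camptothecin positive control wells for full effect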
#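 Compounds are pinned in duplicate onto adhered PC3M cells stably expressing GFP-tagged PTB and incubated 16 h at 37 C. Cells are then fixed, nuclei stained with Hoechst, and PNC-positive cells counted.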
# 12-hLO inh: blocks human 12-lipoxygenase activity; purified 12-hLO, xylenol orange hydroperoxide absorbance; AID 1452; 150,000 tested, 0.12% active; Potency, µM (doses to about 57.1 µM), without a hit: at the highest dose activity change, negative = inhibition, usual class: inhibitors; P18054; also: potency is read from the fitted curve at half-maximal effect; nearly all actives have a fitted effect of over 55% in size; many of its hits are not listed in these tables
#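 Lipoxygenase turnover measured by absorbance at 573 and 405 nm after Fe-XO development. Human 12hLO 150 nM, arachidonate 40 uM, pH 7.0 Hepes buffer with detergent; 15 min compound preincubation, 30 min reaction.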
# IMPase cell inh: membrane-permeable compound that blocks inositol monophosphatase. CHO-M1 cells, IP1 accumulation, HTRF TR-FRET ratio. 120,000 tested, under 10 active. inhibition (IP1 accumulation), % at 46.1 µM. P97697; active = well fitted curve in the direction sought with a large enough effect in the signal ratio, not every such curve was filed as active; inconclusive = small, poorly fitted or top-dose-only effect, or a change in a side signal; inactive = no such curve, though single readings can be large or run the other way; the % refers to the signal ratio;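 also: cells stimulated with carbachol in lithium chloride buffer; plate controls were DMSO basal wells for no effect and reference inhibitor wells for full effect; higher means more IMPase inhibition seen as more IP1 and lower FRET ratio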
# Target sequence (P97697 whole entry, looked up): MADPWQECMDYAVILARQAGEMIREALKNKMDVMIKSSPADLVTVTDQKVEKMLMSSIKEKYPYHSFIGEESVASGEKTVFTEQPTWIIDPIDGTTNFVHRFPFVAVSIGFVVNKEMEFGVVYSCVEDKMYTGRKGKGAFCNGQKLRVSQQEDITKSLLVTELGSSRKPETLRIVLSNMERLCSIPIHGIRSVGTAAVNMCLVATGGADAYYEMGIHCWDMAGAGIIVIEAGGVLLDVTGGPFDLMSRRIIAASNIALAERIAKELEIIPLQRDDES
#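 In this qHTS, compounds (final up to 46 uM) act on CHO-M1 cells that are then activated through the M1 receptor with carbachol, in pH 7.4 buffer containing 50 mM LiCl, for 30 min. IP1 accumulation is quantified by the IP-One immunoassay.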
# * = called active by the depositor; ? = inconclusive; . = not tested or not shown; [ ] = dose if it differs, or a comment. Unless noted, calls follow the shape of the dose curve; as a rule, active = well fitted curve in the direction sought with a large enough effect; inconclusive = small, poorly fitted or top-dose-only effect, or another doubt; inactive = no such curve, though single readings can be large; an effect the other way counts as inactive or inconclusive. Unless noted, % is scaled to controls: 0 for no effect and ±100 for the full control effect. This is a subset; the hit share may differ from the screen's.
SMILES,ALOX15B inhib,PNC assembly inh,12-hLO inh,IMPase cell inh
CCNC(=O)NC(=O)C(C)OC(=O)C1CCN(S(=O)(=O)c2ccc(C)c(C)c2)CC1 (stereo not given),.,?,-1%,.
O=C(c1cccc(C(=O)N2CCc3ccccc32)n1)N1CCc2ccccc21,-3%,9,-8%,5
Cc1ccc(S(=O)(=O)N2CCCC2C(=O)Nc2nccs2)cc1 (stereo not given),-10%,8,-7%,-3
O=C(CSCC(=O)Nc1ccccc1)N/N=C/c1c(O)ccc2ccccc12,-11%,17,?,4
O=C(Oc1ccc2c(c1)CN(Cc1ccccc1)CO2)c1ccccc1,8%[11.4 µM],.,1%[11.4 µM],.
CCOC(=O)c1c(=O)n(O)c2ccc(C)cc2[n+]1[O-],-14%,?,-4%,-3
O=C(CCCc1c[nH]c2ccccc12)N1CCN(c2ccc(N3CCOCC3)nn2)CC1,-2%,?,0%,7
Cc1csc(NC(=O)CCC(=O)N(CC(=O)NC2CCCC2)Cc2ccco2)n1,-7%,12,-5%,-8
O=C(O)COc1ccc2nsnc2c1Cl,5%,?,-3%,?
Clc1ccc(C2=NN=C3COc4ccccc4N3C2)cc1,.,47,3%,.
O=C(O)CCCNC(=O)c1cncc(Br)c1,7%,?,-5%,-2
COc1ccccc1N1CCN(C(=O)C(NS(=O)(=O)c2cccs2)c2ccccc2)CC1 (stereo not given),-7%,68,-3%,0
COCCNC(=S)N/N=C/c1ccc(OCc2ccc(C(=O)OC)cc2)cc1,.,-3,2%,1
COc1cc(OC)cc(C(=O)NNC(=O)c2ccccn2)c1,.,?,-3%,-12
CCN(CC)C(=O)c1c([N+](=O)[O-])c(C(C)(C)C)nn1C,.,?,1%,.
Cc1cc(C)c(C)c(S(=O)(=O)NCC(=O)NCc2ccco2)c1C,.,-16,-2%,.
COc1ccccc1N1Cc2ccccc2C1,?,?,-6%,2
Cc1ccc(-c2ccc(=O)n(CC(=O)N3CCN(c4cc(Cl)ccc4C)CC3)n2)cc1,?,11,-4%,-2
Cc1ccc2[nH]c(=O)c(CN(Cc3cccnc3)Cc3nnnn3CCN3CCOCC3)cc2c1,9%[2.29 µM],18,-1%,-3
Cc1nc(N)sc1-c1csc(NCc2ccccc2)n1,3%,-21,-27%,8
CCCCOC(=O)Cn1c(=O)c2c(nc(Br)n2Cc2ccccc2)n(C)c1=O,-3%,21,-13%,-5
COC(=O)c1ccc(CSc2nc3ccccc3c(=O)n2-c2cccc(OC)c2)o1,-21%,8,-8%,10
N#CC1=C(N)Oc2c(sc3ccccc23)C1c1ccco1 (stereo not given),-20%,-91*,-22%,-3
O=C(O)CCC(=O)N1CCN(c2cccc(Cl)c2)CC1,-1%,0,5%,-2
CCCS(=O)(=O)c1c(S(=O)(=O)CCC)c2cnccn2c1C(=O)c1ccc(CC)cc1,.,27,-1%,5

# Five structures out of the list, sorted by number of heavy atoms, ascending:
SMILES,ALOX15B inhib,PNC assembly inh,12-hLO inh,IMPase cell inh
O=C(O)COc1ccc2nsnc2c1Cl,5%,?,-3%,?
CCOC(=O)c1c(=O)n(O)c2ccc(C)cc2[n+]1[O-],-14%,?,-4%,-3
O=C(O)CCC(=O)N1CCN(c2cccc(Cl)c2)CC1,-1%,0,5%,-2
O=C(Oc1ccc2c(c1)CN(Cc1ccccc1)CO2)c1ccccc1,8%[11.4 µM],.,1%[11.4 µM],.
COC(=O)c1ccc(CSc2nc3ccccc3c(=O)n2-c2cccc(OC)c2)o1,-21%,8,-8%,10

# Next part
SMILES,ALOX15B inhib,PNC assembly inh,12-hLO inh,IMPase cell inh
Cc1cccc(-n2ncc3c(N4CCc5ccccc54)ncnc32)c1,-1%,11,4%,-2
CCOC(=O)c1c(NC(=O)CSc2ncnc3ccccc23)sc(C)c1C,.,19,2%,.
O=C(Cc1cccs1)N1CCCC(c2nc3c(nnn3Cc3ccc(F)cc3)c(=O)[nH]2)C1 (stereo not given),-3%,32,-20%,-7
COc1ccc(OC)c(C(c2nnnn2C2CCCC2)N2CCN(c3ccccc3)CC2)c1 (stereo not given),2%,25,-4%,-1
CCN1C(=O)CC(N2CCN(C(c3ccccc3)c3ccccc3)CC2)C1=O (stereo not given),1%,-13,1%,9
COc1ccc(NC(=O)CSc2nnc(CNC(=O)COc3ccc(Cl)cc3)o2)c(OC)c1,4%,-23,-7%,2
O=c1ccc2cc(S(=O)(=O)Nc3ccc(F)cc3)ccc2o1,-5%,13,-8%,11
CC(=O)c1ccc(OCC(O)CN2CCN(c3ccccn3)CC2)cc1 (stereo not given),3%,?,3%,5
O=C(Nc1ccc(N2CCOCC2)cc1)c1cnsn1,2%,42,1%,5
O=C1Cc2ccccc2Sc2c(OCCN3CCCCC3)cccc21,.,39,0%,.
CC(/C=N/NC(=O)CSc1nc(C)cc(C)n1)=C\c1ccccc1,.,?,3%,1
c1ccc2c(-c3nc(-c4ccncc4)no3)cccc2c1,43%[activator],11,-4%,3
CC(C)CCn1c(C(C)O)nc2ccccc21 (stereo not given),8%,-17,10%,0
CC1CCN(C(=O)Cn2c(SCC(=O)Nc3nccs3)nc3ccccc32)CC1,5%,49,-3%,?
O=C(Cc1cccs1)Nc1nnc(SCC(=O)NC2CCCCC2)s1,-22%,14,-1%,0
CCCCCCn1c(SCC(=O)c2ccccc2)nc2c1c(=O)[nH]c(=O)n2C,-7%,?,2%,7
Cc1cccc(OCc2nc(-c3ccccn3)n[nH]2)c1,52%[activator],?,-5%,-7
COc1cccc(NC(=O)C2CCCN2C(=O)Nc2cccc(F)c2)c1 (stereo not given),.,107,6%,4
COc1ccccc1N1CCN(c2cc(C)nc3nc(C)nn23)CC1,.,21,2%,-11
COc1ccccc1N1CCN(/N=C/c2c(C)nn(-c3ccccc3)c2C)CC1,0%,-84*,-2%,5
O=C(CCn1cnc2ccccc2c1=O)Nc1ccc(S(=O)(=O)N2CCCCC2)cc1,-2%,17,-4%,1
Cc1cc2ncc(C(=O)Nc3ccccc3)c(C)n2n1,6%[2.29 µM],0,0%,-5
CCOC(=O)C(CCCOc1ccccc1C)C(=O)OCC,4%,42,4%,-1
CC1CCC(C(C)C)C(OC(=O)C2=C3c4ccccc4S(=O)(=O)N3CC2)C1 (stereo not given),.,?,0%,0
Cc1nc2ccccc2cc1C(=O)O,3%,-1,-8%,-4
# Next records follow:
SMILES,ALOX15B inhib,PNC assembly inh,12-hLO inh,IMPase cell inh
COCCn1c(Cc2ccccc2)nnc1SCC(=O)N(C)C,1%,4,-2%,?
CCn1c(CC(=O)Nc2ccc(C)cc2)nnc1SCC(=O)Nc1nc(C)cs1,?,32,3%,1
CCOC(=O)CN(c1ccccn1)S(=O)(=O)c1ccccc1,1%,53,-3%,-7
Cc1c(Nc2cc(=O)oc3ccccc23)c(=O)n(-c2ccccc2)n1C,2%,?,-1%,12
O=c1[nH]c(SCc2nc3ccccc3n2Cc2ccccc2)nc2ccccc12,-5%,32,-5%,17
Cc1c(NC(=O)c2nn3c(c2Br)NC(c2ccccc2)CC3C(F)(F)F)c(=O)n(-c2ccccc2)n1C (stereo not given),.,-21,5%,.
CC1CCN(CCCNC(=O)c2coc3nc4ccccc4nc23)CC1,14%,15,-2%,-6
O=C(Nc1nc(-c2ccncc2)cs1)C1COc2ccccc2O1 (stereo not given),-7%,?,0%,-4
O=C(COC(=O)c1cc[n+]([O-])cc1)Nc1ccc2c(c1)OCCO2,-5%,-28,-2%,0
COC(=O)c1ccc(NC(=O)c2ccccc2SC)cc1,.,57,4%,1
COc1ccc(N2CCN(C(=O)CSc3nnc4c(C)cc5cc(C)ccc5n34)CC2)cc1,3%,-2,-7%,4
CCOc1ccc(N2C(=O)CC(N3CCN(C(=O)CN4CCCC4)CC3)C2=O)cc1 (stereo not given),-4%,-114*,1%,4
CCOc1ccc(N=Cc2c(O)n(-c3cccc(C)n3)c(=O)c3ccccc23)cc1,-20%,?,-17%,-19
CN1C(c2ccc(F)cc2)=CS/C1=C(\C#N)c1nnc2n1-c1ccccc1SC2,-3%,5,-11%,13
CCCC(=O)N1CCCC(c2nc(-c3cccs3)no2)C1 (stereo not given),-4%,-24,4%,2
O=C(O)C1CCN(c2ncnc3ccc(-c4ccccc4C(F)(F)F)cc23)CC1,-3%,.,-1%,.
COCCCNC(=O)c1c(F)c(F)c(F)c(F)c1F,-8%,-24,-7%,2
O=C1C(Cl)=C(Sc2nnc3c4ccccc4c4ccccc4c3n2)C(=O)c2ccccc21,11%[11.4 µM],.,-13%[11.4 µM],.
CCN(CC)c1ccc(C(=O)OCC(=O)Nc2cccc(S(=O)(=O)NC3=NCCCCC3)c2)cc1,.,?,-3%,.
COc1ccc(CC(=O)Nc2ccc(OC)c(NC(=O)c3ccco3)c2)cc1,-3%,?,3%,-3
c1ccc(CSc2nnc(-c3cccs3)o2)cc1,-9%,18,0%,4
O=C(Nc1ccccc1N1CCN(c2ccc(F)cc2)CC1)C1CCCCC1,6%,17,-7%,3
CC(=O)N(CN1C(=O)C2CC=CCC2C1=O)c1cccc(Cl)c1 (stereo not given),-3%,?,-18%,8
CCOC(=O)CCP(=O)(O)C(O)(c1ccccc1)c1ccccc1,2%,6,-4%,-10
COC(=O)c1cn(NC(=O)C2CCCCC2)c(=O)c2ccccc12,-1%,-24,-9%,19
# Carrying on.
SMILES,ALOX15B inhib,PNC assembly inh,12-hLO inh,IMPase cell inh
CC1NC(=O)NC1CCCCCC(=O)NCCc1ccccc1 (stereo not given),-4%,?,7%,-3
N#Cc1nc(COc2ccccc2Cl)oc1N1CCCCCC1,.,-122*,6%,-4
CCCC(=O)NC(NC(=S)Nc1ccc(S(N)(=O)=O)cc1)C(Cl)(Cl)Cl (stereo not given),.,-28,-4%,-1
CCN(CC)S(=O)(=O)c1cc(NC(=O)Cn2cnc3ccccc3c2=O)ccc1C,-8%,7,-3%,11
CCN(CC)CCOC(=O)C1c2ccccc2Oc2ccccc21,24%,-12,3%,13
CCOC(=O)c1c(C)c(C(=O)NC2CCCCCC2)c(C)n1C,-4%,1,-1%,2
CC(C)(NO)/C(=N/O)c1cccs1,?,-20,0%,-2
CC(=C/c1ccccc1)/C=N/NC(=O)c1cc(C)oc1C,.,-14,-4%,-7
S=c1[nH]c2cc(Cl)ccc2s1,?,47,-2%,5
O=C(COc1ccc2ccccc2c1)N1c2ccccc2Sc2ccccc21,-22%,-6,3%,-3
COc1ccc(-c2nn(-c3ccccc3)cc2C(=O)NCCCn2ccnc2)cc1,29%,-11,6%,5
CCc1cccc(NC(=O)c2ccc(Cn3nc(C)cc3C)o2)c1,.,14,-1%,.
Cc1nc(C)c(-c2csc(NCc3ccco3)n2)s1,-9%,36,5%,1
O=C(NCc1ccccc1)C(c1cccs1)N(C(=O)c1csnn1)C1CC1 (stereo not given),-6%,-10,-5%,0
Cc1ccc2c(c1)cc(CN(Cc1ccco1)S(=O)(=O)c1ccccc1)c1nnnn12,-6%,15,-1%,17
COc1ccc(N2CCN(C(=O)CSc3nnc(-c4cccnc4)n3-c3ccccc3)CC2)cc1,-4%,21,-1%,1
Cc1ccc(NC(=O)CSC2=C(C#N)C(c3ccco3)CC(=O)N2)cc1 (stereo not given),-4%,-20,-1%,0
Cc1cccc(N2C(=O)C3C4C=CC(C4)C3C2=O)c1 (stereo not given),-2%,5,-6%,-1
CCCCCCSC1=C(C#N)C(c2ccccc2)CC(=O)N1 (stereo not given),-2%,-3,-11%,15
O=C(/C=C/c1cccc(Cl)c1)c1nc2ccccc2[nH]1,34%[activator],39,1%,9
COc1ccc(CC2CCOC2=O)cc1 (stereo not given),5%,-127*,-4%,3
COc1cccc(OC)c1C(=O)Nn1c(C2CCC2)nc2ccccc2c1=O,-9%,0,-11%,4
O=C(NCc1cccs1)C1CCC(=O)N1C1CCCCC1 (stereo not given),4%,51,5%,3

# Compound activity (PubChem BioAssay)
